pAkt inh = inhibitors of Akt phosphorylation. activity change, % for hits at 50 µM. 0.32% of 360,000 active. Neuro2A IGF-stimulated pAkt S473 HTRF, 20 min; stronger effect = lower value; in the data active = activity change below about -80%; inconclusive = mostly about -51% to -80%; note: % is set by controls: 0 for no effect and ±100 for the full control effect
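Single-point screen (50 µM final compound) in Neuro2A cells stimulated 20 min with 6 nM IGF at 37 deg C. After lysis, Ser473-phosphorylated Akt read by HTRF (ex 330 nm, em 615/665 nm) as the 665/615 ratio.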
Mm-Cpn inhibitor = inhibitors of Methanococcus maripaludis chaperonin (MmCpn); 0.031% of 330,000 active; AID 504842; purified Mm-Cpn ATPase, ADP Transcreener TR-FRET; Potency, µM (highest dose often 76.9 µM), inactives show top-dose activity, negative = inhibition, hits mostly inhibitors; note: potency is the fitted concentration of half-maximal effect; % is set by controls: 0 for no effect and ±100 for the full control effect; nearly all actives have a fitted effect of over 80% in size
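ATP (10 uM final) was added to archaeal chaperonin (25 nM final) after 10 min exposure to test compound at 37°C; after 30 min further incubation, ADP was detected by competitive TR-FRET.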
A549 tox = counter-screen for Nrf2 inhibitors: cytotoxicity in A549 cells; Potency, µM (titrated, usually from 46 µM), without a hit: at the highest dose activity change, negative = cytotoxicity, hits mostly inhibitors; A549 ARE-Fluc cells, CellTiter-Fluor viability, 18-24 h; 0.16% of 390,000 active; note: potency is the fitted concentration of half-maximal effect; % is set by controls: 0 for no effect and ±100 for the full control effect
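A549 ARE_Fluc cells in 5% FBS OPTI-MEM were exposed to compounds in concentration-response for 18-24 h at 37 deg C. Viability was read by CellTiter-Fluor fluorescence (Ex 405/Em 525) after 30 min, before the luciferase read.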
Nrf2 ARE act = activates Nrf2 signaling. Potency, µM (series often up to 46.1 µM), for inactives: at the highest dose activation, usual class: activators. AID 624171. AREc32 ARE-luciferase reporter (MCF7-derived line), luminescence, 24 h. 0.31% of 410,000 active; note: potency is the fitted concentration of half-maximal effect; % of control where 0% means no effect; nearly all actives have a fitted effect of over 65% in size
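Cells of the AREc32 ARE-luciferase line are plated in OPTI-MEM containing 5% FBS and left overnight at 37 deg C. Compounds are pinned in, incubation continues 24 hr, and firefly luciferase signal is then measured.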
Nrf2 block = inhibitors of Nrf2 signaling. A549 ARE-Fluc reporter, luciferase luminescence, 18-24 h. Potency, µM (titrated, usually from 46 µM), for the others: at the top dose activity change, negative = inhibition, usual class: inhibitors. 2.1% of 360,000 active; note: potency is the fitted concentration of half-maximal effect; % is set by controls: 0 for no effect and ±100 for the full control effect; nearly all actives have a fitted effect of over 60% in size
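Cells were seeded and rested 2 h, then exposed to compounds for 18-24 h. CellTiter-Fluor was read first as a viability measure. BugLite was added 15 min before the final luminescent read of ARE-luciferase activity in A549 cells.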
TGFb inhibitor = TGF-b pathway inhibition; HepG2 CAGA-GFP TGF-b/SMAD3 reporter, GFP fluorescence, 18 h; TGF-beta stimulated, 500 pg/mL final; Potency, µM (highest dose often 46.1 µM), without a hit: at the top dose activity, negative = inhibition, usual class: inhibitors; AID 588855; 1.2% of 410,000 active; note: potency is the fitted concentration of half-maximal effect; % is set by controls: 0 for no effect and ±100 for the full control effect; nearly all actives have a fitted effect of over 65% in size
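First, reporter cells (HEPG2 CAGA-GFP) rested 2 h at 37 degrees C. Next, compounds were pinned in and TGF-beta added to 500 pg/mL final. After 18 h, GFP was imaged per cell and summed per well.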
CCT modulator = modulators of cytosolic chaperonin (CCT/TRiC) activity; activity change, % (concentration not given with the values), hits read low; purified chaperonin ATPase assay, HTRF ADP detection, 30 min; 0.3% of 360,000 active; AID 651819; in the data active = activity change below about -30%; note: % is set by controls: 0 for no effect and ±100 for the full control effect
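We incubate TRiC, 40 or 20 nM final, with library compounds at 76 uM and 10 uM ATP for 30 min at 37 °C. ADP formed is detected with Transcreener HTRF reagents after 30 min at room temperature.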
S2 tox = viability counter-screen for ATXN expression inhibitors. 0.49% of 400,000 active. S2 cells (HEK-293 line with an ATXN2-luciferase reporter) viability, CellTiter-Fluor protease fluorescence, 24 h. Potency, µM (titrated, usually from 56.7 µM), hits mostly cytotoxic. AID 651635; note: potency is the fitted concentration of half-maximal effect; nearly all actives have a fitted effect of over 40% in size
HepG2 tox = HepG2 cytotoxicity, counter-screen for TGF-b inhibitors. HepG2 CAGA-GFP viability, ATP luminescence, 18 h. Potency, µM (series often up to 46.1 µM), inactives show at the top dose activity change, negative = cytotoxicity, most hits filed as cytotoxic. 0.76% of 410,000 active. AID 588856; note: potency is the fitted concentration of half-maximal effect; some results filed as inactive show a strong effect at the top dose
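CellTiter-Glo luminescence gave cytotoxicity after 18 hours at 37 degrees C. The cells were HepG2 CAGA-GFP in 1% FBS DMEM, stimulated with 500 pg/mL TGF-beta after compound addition. %Activity was normalised to no-cell wells (complete cell-killing) and DMSO (no toxicity), and curves were fitted and classified.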
Starred values were filed as active, the others as inactive; i = inactive; ? = inconclusive; . = not tested or not shown; & = joins results of further samples; [ ] = remark or other dose. Unless noted, calls come from the whole dose curve; as a rule, active = well fitted curve in the direction sought with a large enough effect; inconclusive = small, poorly fitted or top-dose-only effect, or another doubt; inactive = no such curve, though single readings can be large; an effect the other way counts as inactive or inconclusive.

SMILES	pAkt inh	Mm-Cpn inhibitor	A549 tox	Nrf2 ARE act	Nrf2 block	TGFb inhibitor	CCT modulator	S2 tox	HepG2 tox
Cc1ccc(-c2nnn(CC(=O)N(Cc3cccs3)C(C(=O)NC(C)(C)C)c3ccc(C)o3)n2)o1 (centres undefined)	i	-1%	-5%	0.1%	1%	-8%	-4.6	?	0%
NC(N)=NCCCc1cn(CC(=O)N2CCNCC2)nn1	i	.	-7%	0.3%	-1%	12%	1.6	i	3%
O=C1CCC(C(=O)N2CCN(c3ccc(F)cc3)CC2)CN1CC1CCCCC1 (centres undefined)	i	-2%	2%	-0.2%	2%	-15%	-1.4	i	16%
CC(=O)NC1C(=O)N(CCN2CCOCC2)c2ccc(C)cc21 (centres undefined)	i	-10%	-4%	2.2%	5%	17%	-0.6	.	4%
CN1CCN(C(=O)c2ccc(NC(=O)c3ccc(Br)o3)cc2)CC1	i	.	.	-0.7%	.	.	-0.4	i	.
COc1cccc(CNC(=O)Cn2c(=O)cc(C(F)(F)F)c3c(C)nn(C)c32)c1OC	.	.	-1%	-1.0%	0%	-6%	.	i	6%
COc1ccc(-c2nn3c(-c4ccccc4)nnc3c3ccccc23)cc1	.	.	2%	3.1%	.	13%	.	i	-2%
CC(C)(C)NC(=O)C12CC3CC(CC(Cl)(C3)C1)C2	i	1%	-3%	0.5%	-13%	-6%	-1.5	i	15%
Cc1ccc(S(=O)(=O)N(C)C)cc1NC(=O)COC(=O)C1=COCCO1	i	0%	-1%	0.1%	-6%	1%	0.7	i	-3%
NNC(=O)/C(=C\c1ccco1)NC(=O)c1ccco1	i	0%	9%	-0.3%	21%	?	-0.3	i	1%
Cc1ccc(C(=O)COc2nc(C)nc3ccccc23)cc1	i	1%	-6%	0.2%	12%	1%	-0.8	i	-3%
COc1cc(NC(=O)C2COc3ccccc3O2)c(OC)cc1Cl (centres undefined)	i	-1%	28%	4.3%	.	?	1.0	i	-49%
CCC(=O)N/N=C(\C)CC(=O)Nc1ccc2c(c1)OCCO2	i	-8%	1%	2.3%	-3%	0%	0.1	i	-11%
CC(=O)Nc1ccc(S(=O)(=O)NCC(=O)OCC(=O)NCc2ccco2)cc1	i	-2%	-4%	-0.6%	5%	-10%	0.3	i	7%
Cc1csc(NC(=O)CCS(=O)(=O)c2ccc(Br)cc2)n1	i	-8%	-1%	?	.	?	-0.1	i	-74%
O=C(c1cc2ccccc2oc1=O)N(Cc1ccccc1F)C1CCS(=O)(=O)C1 (centres undefined)	i	-5%	0%	0.1%	11%	-5%	0.4	i	1%
Cc1ccc2cc(C3CC(c4ccco4)=NN3S(C)(=O)=O)c(Cl)nc2c1 (centres undefined)	i	-1%	1%	3.3%	5%	1%	-0.5	i	9%
COc1ccc(N(Cc2ccccc2)S(=O)(=O)c2cc(C(=O)O)ccc2Cl)cc1	i	3%	2%	-0.3%	-11%	23%	0.9	i	-3%
CCOc1ccc(CN(C)C(=O)c2cccc(S(=O)(=O)Nc3ccccc3OC)c2)cc1OC	i	.	.	-0.3%	.	-7%	1.1	i	-16%
Cc1ccc(C(=O)N(CCc2ccccc2)Cc2ccccc2)cc1S(=O)(=O)N1CCCCC1	i	-6%	-3%	0.4%	-15%	-4%	1.1	i	12%

Looked up above:
Value of O=C(c1cc2ccccc2oc1=O)N(Cc1ccccc1F)C1CCS(=O)(=O)C1 (centres undefined) in Nrf2 ARE act: 0.1%
Value of CCOc1ccc(CN(C)C(=O)c2cccc(S(=O)(=O)Nc3ccccc3OC)c2)cc1OC in Nrf2 ARE act: -0.3%

The list continues.
SMILES	pAkt inh	Mm-Cpn inhibitor	A549 tox	Nrf2 ARE act	Nrf2 block	TGFb inhibitor	CCT modulator	S2 tox	HepG2 tox
Cc1ccc(NC(=O)Cn2c(=O)n(CCCCC(=O)NCCc3ccccc3)c(=O)c3ccccc32)c(C)c1	.	.	-4%	0.3%	0%	-16%	.	i	-7%
COc1cccc(NC(=O)CCSc2ccc3ccccc3n2)c1	i	-4%	9%	0.5%	1%	6%	1.9	i	12%
O=C1CCc2cc(S(=O)(=O)NCc3ccccc3)cc3c2N1CC3	i	0%	1%&2%	0.3%&0.2%	-3%	-7%&-27%	0.7	i	-28%&-25%
O=S(=O)(Nc1nc2c(s1)CCCC2)c1ccc(Br)cc1	i	1%	2%	-0.1%	-19%	-26%	-1.9	i	-11%
CC1(CCBr)C(=O)N(c2ccccc2)c2ccccc21 (centres undefined)	i	-4%	0%	0.2%	11%	14%	1.8	i	1%
NC(=O)c1ccc(OCC(=O)N2CCNC2=O)cc1	i	-2%	-2%	1.7%	17%	-4%	-2.2	i	9%
COC(=O)C1=C(C)N(CCc2ccc(OC)c(OC)c2)C(=O)/C1=C\c1ccc(O)cc1	i	1%	6%	3.7%	0%	0%	-6.9	i	-18%
CCC1CCCCN1C(=O)CSc1nc2c(cnn2-c2ccc(C)cc2)c(=O)[nH]1 (centres undefined)	i	-4%	1%	-0.3%	-14%	-15%	0.2	i	-19%
COc1ccc(CNC(=O)C(C#N)c2nc3ccccc3nc2N2CCCC2)cc1 (centres undefined)	-84%*	-1%	13%	1.9%	-1%	0%	-2.0	.	-23%
C1CNCCOCCNCCN1	i	0%	9%	0.0%	6%	0%	-2.1	i	2%
COc1ccc(-n2nc(C(=O)NCC(=O)NCC3CCCO3)c3ccccc3c2=O)cc1 (centres undefined)	i	-2%	-8%	-0.2%	-15%	-8%	0.2	i	-26%
O=C(COC(=O)c1cc(-c2cccs2)nn1-c1ccccc1)Nc1ccc(F)c([N+](=O)[O-])c1	i	-3%	9%	2.9%	-14%	-6%	-2.9	i	6%
O=C(CN1C(=O)NC2(CCCc3ccccc32)C1=O)Nc1cc(F)ccc1F (centres undefined)	i	0%	-2%	0.4%	-4%	0%	0.2	i	-18%
Cc1cc(Br)ccc1NC(=O)C1CCCN(S(=O)(=O)c2cccc3nonc23)C1 (centres undefined)	.	.	1%	-1.4%	7%	-33%	.	i	5%
COc1ccc(-c2nc(CSCC(=O)NCc3ccc4c(c3)OCO4)c(C)o2)cc1OC	i	-1%	-6%	0.6%	-16%	-22%	0.1	i	-33%
O=C(CSc1ccc(-c2ccc(-n3cccn3)cc2)nn1)Nc1ccccc1F	i	0%	-6%	-0.2%	-19%	-2%	-6.4	i	2%
Cc1cc(C2C(C#N)=C(N)OC3=C2C(=O)CC(C)(C)C3)c(C)s1 (centres undefined)	i	0%	-6%	4.0%	5%	2%	0.0	?	-6%
O=C(N/N=C/c1ccc(O)cc1O)c1ccc(NC(=O)C2CCCCC2)cc1	i	0%	-21%	3.1%	?	?	-2.7	?	-100%
Nc1nonc1-n1nnc(C(=O)N/N=C/c2cccc(F)c2)c1-c1ccc2c(c1)OCO2	i	4%	2%	-1.0%	-2%	-6%	-1.1	i	-4%
COC(=O)c1ccc(NS(=O)(=O)c2ccc3c(c2)oc(=O)n3C)cc1	i	0%	6%	3.7%	-11%	8%	0.0	i	2%

Reprinted from the part before: two compounds, then new ones.
SMILES	pAkt inh	Mm-Cpn inhibitor	A549 tox	Nrf2 ARE act	Nrf2 block	TGFb inhibitor	CCT modulator	S2 tox	HepG2 tox
Nc1nonc1-n1nnc(C(=O)N/N=C/c2cccc(F)c2)c1-c1ccc2c(c1)OCO2	i	4%	2%	-1.0%	-2%	-6%	-1.1	i	-4%
COC(=O)c1ccc(NS(=O)(=O)c2ccc3c(c2)oc(=O)n3C)cc1	i	0%	6%	3.7%	-11%	8%	0.0	i	2%
Cc1cc(C)cc(NC(=O)CCNS(=O)(=O)c2ccc3c(c2)oc(=O)n3C)c1	.	-2%	-6%	0.2%	.	?	-2.7	i	2%
O=C(COC(=O)c1cccc(S(=O)(=O)N2CCN(c3ccc(F)cc3)CC2)c1)NCC1CCCO1 (centres undefined)	i	-1%	-4%	-0.2%	-7%	-18%	-3.1	i	9%
COc1ccc(CNC(=S)Nc2ccccc2F)cc1	i	1%	2%	4.8%	3%	-28%	0.1	i	-9%
O/C=c1\ccc2cccc3nc(C(F)(F)F)nc1c23	i	-2%	-20%	-0.8%	-16%	51%[activator]	-2.8	i	-33%
Cc1cc(C)c(C(=O)CN2C(=O)C(=O)N(C3CCCC3)C2=O)cc1C	i	1%	0%	0.0%	8%	0%	-1.2	i	3%
CCOC(=O)C1CCCN(C(=O)c2ccc3ncsc3c2)C1 (centres undefined)	i	0%	-2%	0.3%	2%	-28%	-2.4	i	-4%
COc1ccccc1C(=O)Nc1ccc(-c2nnn(CC(=O)NCc3ccco3)n2)cc1	i	-9%	-5%	4.4%	1%	14%	-1.2	i	7%
COc1ccc(NC(=O)CN2C(=O)COc3ccc(S(=O)(=O)N4CCOCC4)cc32)cc1	i	1%	-5%&-8%	-0.9%&-0.3%	-14%	1%&-3%	-1.1	?	12%&1%
COc1ccc(NC(=O)c2ccc(CN3CCc4ccccc4C3)cc2)cc1OC	i	-1%	0%	2.4%	21µM*	?	0.3	i	-23%
N#Cc1sc(NCc2ccccc2)nc1Cl	i	-5%	6%	4.6%	?	-1%	-1.2	i	4%
O=C(NC1CCCC1)C(c1ccncc1)N(C(=O)Cc1cccs1)c1cccc(F)c1 (centres undefined)	i	-1%	-10%	0.0%	-16%	16%	-2.1	?	2%
COc1ccc(CNC(=S)Nc2cccc(C)c2C)cc1	i	-2%	3%	2.1%	5%	-5%	-1.7	i	-19%
O=C(Nc1ccc(Br)cc1)C1CC(O)CN1C(=O)OCc1ccccc1 (centres undefined)	i	1%	1%	2.4%	-1%	-9%	0.9	i	-5%
CC(C)CCNC(=O)COC(=O)/C=C/c1ccc2ccccc2n1	i	2%	-3%	17%	-6%	-12%	-0.5	i	31%
NC(=O)CN1C(=O)NC2(CCOc3ccccc32)C1=O (centres undefined)	i	0%	1%	-0.2%	6%	4%	-4.1	i	6%

Screening data (PubChem BioAssay)
